Lipid storage S3 – qHTS Assay for Lipid Storage Modulators in Drosophila S3 Cells. actives 0.64% (n = 320,000). Drosophila S3 cells, BODIPY lipid droplet fluorescence, 18-24 h; cells fed with added oleic acid. AID 2685. lipid storage change, negative = inhibition, % at the top dose, mostly 46.1 µM; hits show Potency in µM; active = well fitted inhibition curve with a large enough effect in the signal ratio, with a control signal flat, not every such curve was filed as active; inconclusive = small, poorly fitted or top-dose-only effect, or effect the other way, or a change in a side signal; the % refers to the signal ratio
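Drosophila S3 cells got compounds at several concentrations plus oleic acid (400 uM solution). Laser-scanning cytometry with 488 nm excitation read lipid droplets at 500-530 nm and cells at 575-640 nm. Percent activity was relative to 20 uM Triacsin C.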
Lipid storage S3 cell count max – also measured in Lipid storage S3; calls as there; cell number change, %; measured here: cell count max response;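 cells counted by Cell Tracker Red CMTPX staining in the red channel; peak over a dose series mostly up to 46.1 µM; percent activity relative to internal control wells on each plate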
Starred values were filed as active, the others as inactive; i = inactive; ? = inconclusive; . = not tested or not shown; [ ] = remark or other dose. % is set by controls: 0 for no effect and ±100 for the full control effect; potency is the fitted concentration of half-maximal effect.

#	Lipid storage S3	Lipid storage S3 cell count max	canonical_smiles
1	?	.	CC(=O)Nc1cccc(N/C=C(\C=O)c2nc3ccccc3o2)c1
2	?	.	Cc1cccc(C(=O)Nc2ccnc(-c3ccncc3)n2)c1
3	-21%	-11	Cc1cccn2c(=O)c3cc(C#N)c(=O)n(CC4CCCO4)c3nc12 (configuration not stated)
4	?	.	COC(=O)N1CCN(CCc2ccccc2)CC1
5	?	.	Cc1ccc(CCNC(=O)C2CCN(S(=O)(=O)N3CCCCC3)CC2)cc1
6	20%	3	Cc1nn(Cc2ccccc2)c(C)c1NC(=O)CSc1nc2c(c(C(F)(F)F)n1)CCc1ccccc1-2
7	-20%	-1	C#CCOc1ccc(C2C3=C(CC(C)(C)CC3=O)N(CC(=O)O)C3=C2C(=O)CC(C)(C)C3)cc1
8	?	.	C=CCNc1nc(Cl)nc(Nc2ccc(OCC)cc2)n1
9	9%	10	CCN(CC)C(=O)CSc1nnc(-c2ccccn2)n1-c1ccccc1OC
10	8%	-15	O=C1NC2(CCCCCC2)Oc2ccccc21
11	?	.	COc1ccc(NC(=S)NCCc2ccc(Cl)cc2)c(OC)c1
12	?	.	CCNC(=S)NS(=O)(=O)c1ccc(Cl)cc1

Among those listed so far, two have an aryl methoxy group:
#	Lipid storage S3	Lipid storage S3 cell count max	canonical_smiles
9	9%	10	CCN(CC)C(=O)CSc1nnc(-c2ccccn2)n1-c1ccccc1OC
11	?	.	COc1ccc(NC(=S)NCCc2ccc(Cl)cc2)c(OC)c1

Continued:
#	Lipid storage S3	Lipid storage S3 cell count max	canonical_smiles
13	-16%	-14	O=C(COC(=O)c1ccco1)c1ccc(S(=O)(=O)N2CCCCC2)cc1
14	1%	14	O=C(CCN1C(=O)/C(=C/c2ccc3c(c2)OCO3)SC1=S)Nc1ccc(C(=O)O)cc1
15	-6%	-2	O=C1NN=C(c2ccc(Cl)cc2)CC1c1c[nH]c2ccccc12 (configuration not stated)
16	?	.	COc1ccc(NC(=O)CCC(=O)N(Cc2ccc(OC)c(OC)c2)c2nccs2)cc1
17	?	.	O=C(NCCCN1CCOCC1)c1ccc(S(=O)(=O)N2CCOCC2)cc1
18	?	.	CCc1ccc(OCC(=O)N/N=C(\C)c2ccc(-n3ccnc3)cc2)cc1
19	2%	-13	Cc1ccc(NC(=O)COC(=O)CCc2c[nH]c3ccccc23)cc1[N+](=O)[O-]
20	?	.	CCC(=O)Nc1ccc(C(=O)CSc2nnc(CNc3ccc(Cl)cc3)o2)cc1OC
21	?	.	Cc1cc(S(=O)(=O)N2CCOCC2)ccc1OCC(=O)Nc1ccc(F)cc1F
22	7%	-4	COc1ccc(C/C(C)=N/NC(=O)c2cccnc2)cc1
23	?	.	Cn1cc(S(=O)(=O)N2CCc3ccccc32)cc1C(=O)NC(C)(C)C
24	i	.	CCOC(=O)C1CCCN(c2c(NCCCN(CC)c3ccccc3)c(=O)c2=O)C1 (configuration not stated)
25	?	.	CC(NC(=O)c1ccco1)C(=O)OCC(=O)N1CCCCCC1 (configuration not stated)
26	i	24	COc1ccc(CC(=O)Nc2c(C(=O)N3CCN(c4ncccn4)CC3)oc3ccccc23)cc1
27	7%	9	CS(=O)(=O)N1CCN(C(=O)c2cc(-c3ccccc3)nc3ccccc23)CC1
28	-11%	-1	O=C(OCCCN1CCCCC1)c1ccc(O)cc1
29	?	.	O=C(c1cc(COc2ccc3ncccc3c2)on1)N1CCCCCC1
30	-4%	8	O=C(NNC(=S)NC(=O)c1cccnc1)c1ccc(Cl)cc1
31	-13%	-1	CCOc1ncccc1C(=O)OCC(=O)Nc1cc(C)ccc1C
32	?	.	COc1ccc(CCC(=O)OCC(=O)c2c(N)n(CC(C)C)c(=O)n(C)c2=O)cc1
33	?	.	O=C1CC2(CCN(C(=O)c3ccccc3[N+](=O)[O-])CC2)Oc2ccccc21
34	-5%	-7	COc1ccc(CCN(Cc2ccccn2)C(=S)Nc2ccccc2Cl)cc1OC
35	2%	4	Cc1cc(N(CC(=O)NC(C)C)S(C)(=O)=O)ccc1Br
36	11%	-8	O=C(CN(C(=O)CSc1nc2ccccc2o1)c1ccccc1F)NC1CCCCC1
37	?	.	O=C(NCc1ccccc1Cl)C1CCN(S(=O)(=O)c2cccs2)CC1
38	14%	9	COc1ccc(-c2nnc3n(CCc4ccccc4)c(=O)c4ccccc4n23)c(OC)c1
39	?	.	CCCN1C2CCCC1CC(NC(=O)c1ccccc1OCC)C2 (configuration not stated)
40	8%	-3	O=[N+]([O-])c1ccc2[nH]c(O)c(N=NC(=S)NCC3CCCO3)c2c1 (configuration not stated)
41	-13%	-5	CCCc1nnc(NC(=O)C(CC)OC(=O)c2cc(C)nc3ccccc23)s1 (configuration not stated)
42	?	.	Cc1ccc(S(=O)(=O)N2CCOCC2)cc1NC(=O)COC(=O)c1cc[n+]([O-])cc1
43	19%	3	O=C(NC(=S)NCc1ccccc1)C1CCCCC1
44	3%	12	O=C(/C=C/c1ccc(Cl)cc1Cl)NCCN1CCOCC1
45	12%	23	Cc1nnc(NC(=O)c2ccccc2Oc2ccccc2)s1
46	17%	1	Cc1cccc(C)c1NC(=S)Nc1ccccc1C(=O)NCc1ccco1
47	?	.	O=c1c(Cl)nc2cc(Cl)ccc2n1CCNc1ncc(C(F)(F)F)cc1Cl
48	3%	17	COc1ccc(C(=O)NCC2(c3ccccc3)CCOCC2)cc1

Single entries from the entries so far.
Lipid storage S3, CCCc1nnc(NC(=O)C(CC)OC(=O)c2cc(C)nc3ccccc23)s1 (configuration not stated) stands at -13%
Lipid storage S3 cell count max, O=C(NC(=S)NCc1ccccc1)C1CCCCC1 stands at 3
Lipid storage S3, Cc1nnc(NC(=O)c2ccccc2Oc2ccccc2)s1 stands at 12%

New compounds follow
#	Lipid storage S3	Lipid storage S3 cell count max	canonical_smiles
49	?	.	COCc1c(C(=O)N2CCN(Cc3nc4ccccc4s3)CC2)oc2ccccc12
50	-5%	29	Cc1ccc(S(=O)(=O)NCCCCCC(=O)Nc2c(C)n(C)n(-c3ccccc3)c2=O)cc1
51	?	.	CCCNC(=O)Nc1nccs1
52	-5%	-17	CNS(=O)(=O)c1cccc(C(=O)OCC(=O)c2ccc[nH]2)c1
53	?	.	COCC1CCCCN1C(=O)c1cccc(OC2CCN(S(C)(=O)=O)CC2)c1 (configuration not stated)
54	11%	2	Cc1cccc(N/C(N)=N/c2nc(C)cc(C)n2)c1
55	-3%	4	c1ccc(N2CCOCCOCCOCCOCCOCC2)cc1
56	?	.	Cc1cc(-c2nnc(SCc3cccnc3)o2)no1
57	?	.	CCO[C@@H]1OC(C(=O)N2CCN(C)CC2)=C[C@H](c2coc3ccccc3c2=O)[C@H]1CCCO
58	i	.	O=c1cc(CN2CCOCC2)c2cc(Cl)ccc2o1
59	?	.	Cc1ccc(NC(=O)NC2CCN(CC(=O)Nc3nccs3)CC2)cc1
60	?	.	COc1ccc(NC(=S)NC(NC(=O)c2ccccc2Cl)C(Cl)(Cl)Cl)c([N+](=O)[O-])c1 (configuration not stated)

Three compounds from above, ordered by SMILES length, rising:
#	Lipid storage S3	Lipid storage S3 cell count max	canonical_smiles
52	-5%	-17	CNS(=O)(=O)c1cccc(C(=O)OCC(=O)c2ccc[nH]2)c1
50	-5%	29	Cc1ccc(S(=O)(=O)NCCCCCC(=O)Nc2c(C)n(C)n(-c3ccccc3)c2=O)cc1
60	?	.	COc1ccc(NC(=S)NC(NC(=O)c2ccccc2Cl)C(Cl)(Cl)Cl)c([N+](=O)[O-])c1 (configuration not stated)

(further entries)
#	Lipid storage S3	Lipid storage S3 cell count max	canonical_smiles
61	i	17	CC(C)(C)c1ccc(C(=O)CC(=O)c2cc(Cl)ccc2O)cc1
62	?	.	CCn1c(CCCCc2n[nH]c(=S)n2CC)n[nH]c1=S
63	0%	.	CC(C)C[C@H](NC(=O)C1(c2ccccc2)CCN(C(=O)[C@H]2CSCN2C(=O)OC(C)(C)C)CC1)C(=O)O
64	?	.	Cc1ccc(O)c(C(=O)CC(=O)c2cccc(F)c2)c1
65	-22%	4	COc1ccccc1/C=C/CN1CCCC(CO)(CCc2ccccc2)C1 (configuration not stated)
66	-12%	-8	O=C(O)CCC1=C2c3ccccc3CCN2C(=O)CC1
67	?	.	CCc1cc(CNC(=O)CCc2nnc(Cc3cccc(C)c3)o2)on1
68	1%	-3	O=C(N/N=C/c1ccc(O)c(O)c1)c1ccc(-n2cnnn2)cc1
69	i	1	CC(=O)Nc1c(-c2ccccc2)nc2cc(C)ccn12
70	-7%	.	COc1cccc(Nc2nc(CC(C)=O)ns2)c1
71	11%	18	CS(=O)(=O)N1CCCC(C(=O)Nc2cccc(F)c2)C1 (configuration not stated)
72	?	.	COc1ccc(/C=N/NC(=O)CSc2ccccc2)cc1OC

Arranged by the number under Lipid storage S3 cell count max (descending): 4 of the compounds above.
#	Lipid storage S3	Lipid storage S3 cell count max	canonical_smiles
61	i	17	CC(C)(C)c1ccc(C(=O)CC(=O)c2cc(Cl)ccc2O)cc1
69	i	1	CC(=O)Nc1c(-c2ccccc2)nc2cc(C)ccn12
68	1%	-3	O=C(N/N=C/c1ccc(O)c(O)c1)c1ccc(-n2cnnn2)cc1
66	-12%	-8	O=C(O)CCC1=C2c3ccccc3CCN2C(=O)CC1

(next part)
#	Lipid storage S3	Lipid storage S3 cell count max	canonical_smiles
73	?	.	Cc1ccc(C2=[N+]([O-])C(C)(C)CC2)cc1
74	i	-16	CCN(Cc1ccc(OC)c(COC)c1)CC1CCCN(CCc2cccc(OC)c2)C1 (configuration not stated)
75	?	.	CCCCN(C)CCNC(=O)CCNC(=O)Cn1ccc2ccccc2c1=O
76	?	.	COc1ccc(NCc2nnc(SCC(=O)Nc3ccccc3OC)o2)cc1
77	?	.	CCOC(=O)c1cnc(-n2nc(C)cc2C)nc1NNc1nc(C)cc(C)n1
78	?	.	O=C(COc1ccc2ccccc2c1)Nc1cccnc1Cl
79	?	.	CCOCCCn1c(NN)nc2ccccc2c1=O
80	3%	-6	O=C(NC1CCCCC1)c1ccc(NS(=O)(=O)c2cccc3cccnc23)cc1
81	-23%	.	Cc1ccc(CC(CC(=O)NCCc2ccc3c(c2)OCO3)C(=O)O)cc1 (configuration not stated)
82	?	.	CCCS(=O)(=O)c1nc(S(=O)(=O)c2ccc(C)cc2)c(N2CCN(CC)CC2)s1
83	13%	-24	O=c1[nH]c(SCc2ccc(Cl)cc2)nc2c1CCC2
84	10%	12	C=C(C)C(=O)N1CC2(CC(c3cccc(NC(=O)/C(C)=C\C)c3)=NO2)C[C@H]1C(N)=O (some centres not stated)
85	i	-11	COc1cccc(C2=NOC(C(=O)NCC3CCCO3)C2)c1 (configuration not stated)
86	?	.	O=C(Nc1nnc(-c2ccc3c(c2)OCCO3)o1)C1CCCCC1
87	?	.	O=C(N/N=C(/c1ccccc1)c1ccncc1)c1ccc2c(c1)OCO2
88	19%	-6	CC1CCN(c2ccc(C(=O)NCCc3ccccc3)cn2)CC1
89	?	.	COc1ccc([C@@H]2[C@@H]3C(=O)N(C(C)(C)C)C(=O)[C@@H]3[C@]3(Cc4ccccc4)C(=O)N(c4ccccc4)C(=O)N23)cc1
90	?	.	O=C(NCCn1cc(SCC(=O)N2CCOCC2)c2ccccc21)c1c(F)cccc1F
91	?	.	CCOc1ccc(C(=O)N2CCN(c3cccc(C)c3C)CC2)cc1
92	?	.	COc1ccc2c(c1)[nH]c1c(=O)n(/N=C/c3ccc(OC)c(CN4CCCC4)c3)cnc12
93	?	.	CC(OC(=O)c1cccc(S(=O)(=O)N2CCCCC2)c1)C(=O)NCC1CCCCC1 (configuration not stated)
94	0%	12	C=COCCCNc1ncnc2sc(-c3ccccc3)cc12
95	18%	14	O=C1CC(c2ccccc2)NC(=O)N1 (configuration not stated)
96	11%	.	Cc1ccnc(N2CCC(C(=O)NNC(=O)c3ccccc3)CC2)n1
97	?	.	COC(=O)CC1COc2ccccc2N1C(=O)c1ccc(OC)cc1 (configuration not stated)
98	-15%	-16	NC(=O)CCN1CCN(C(=O)c2ccc3nc(Cc4cccc(Cl)c4)oc3c2)CC1
99	?	.	CCc1ccccc1NC(=O)CN(C)C(=O)Cn1cc(C(F)(F)F)cc(Cl)c1=O
100	17%	0	CC(CNC(=O)CN1C(=O)NC2(CCCCC2C)C1=O)c1ccccc1 (configuration not stated)
101	-25%[9.22 µM]	.	O=C(Nc1ncc(Cc2ccccc2)s1)C1=NCCN1
102	4%	8	CCc1cc(C(=O)NCC(c2ccco2)N2CCCCC2)sc1C (configuration not stated)
103	?	.	Cc1ccccc1-c1nnc(-c2ccc(Cl)cc2)o1
104	?	.	CC1CCCN(C2(O)C(=O)Nc3ccc(Cl)cc32)C1 (configuration not stated)
105	8%	7	CCCCn1c(N)c(N(CCOC)C(=O)c2cccc(S(=O)(=O)N(C)c3ccc(C)cc3)c2)c(=O)[nH]c1=O
106	?	.	O=C(NCc1ccccc1)c1csc2c1CCCCC2
107	-2%	-12	OCC1CCCN(c2ncnc3scc(-c4ccccc4)c23)C1 (configuration not stated)
108	23%	.	CC(OC(=O)c1ccc(Cl)nc1)C(=O)NC(C)(C)C (configuration not stated)
109	?	.	CS(=O)(=O)c1ccc(Cl)c(NC(=O)COC(=O)CCN=C2NS(=O)(=O)c3ccccc32)c1
110	7%	-6	C=CCSc1nnc(Cn2c(=O)sc3ccccc32)n1C
111	?	.	O=C(CCC1CCCN(C(=O)CCC(F)(F)F)C1)NCc1ccc(F)c(F)c1 (configuration not stated)

Screening results deposited in PubChem BioAssay by National Center for Advancing Translational Sciences (NCATS).

The list is partial. The share of hits here may be higher or lower than overall.
